# HTT aggregate – reduces HttQ103-GFP aggregates in PC12 cells; 220,000 tested, 1.1% active; PC12 HttQ103-GFP aggregates, Acumen cytometry, 40 h; Potency, µM (series often up to 46.1 µM), for the others: top-dose activity change, negative = inhibition, hits mostly inhibitors; also: % is scaled to controls: 0 for no effect and ±100 for the full control effect; nearly all actives have a fitted effect of over 60% in size
#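 Compounds (qHTS titration) were added to PC12 cells expressing an ecdysone-driven HTT exon 1 Q103–GFP fusion after induction with 100 nM tebufenozide. Aggregate formation was measured as GFP objects in cell lysates.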
# SMN2 splice up – increases expression of the SMN2 splice variant. 210,000 tested, 2.8% active. HEK293 SMN2-luciferase splicing reporter, luminescence, 30-36 h. AID 1458. Potency, µM (series often up to 46.1 µM), for the others: top-dose activity change, positive = activation, hits mostly activators; also: % of control where 0% means no effect; nearly all actives have a fitted effect of over 55% in size
#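 qHTS luciferase splicing reporter: luminescence rises when SMN2 exon 7 is included in transfected HEK293 cells. Compound exposure lasted 30-36 h at 37C, with 4.5 mM final sodium butyrate as control, followed by a ONE-Glo read.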
# HTT cytoprotect – protects HTT-Q103 PC12 cells, measured by ATP. PC12 HTT-Q103 induced, cytoprotection, ATP luminescence, 40 h. Potency, µM (top dose mostly 56.4 µM), inactives show cytoprotection (ATP increase), actives largely listed as activators. 230,000 tested, 0.14% active;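 also: % of control where 0% means no effect; nearly all actives have a fitted effect of over 45% in size; toxic huntingtin expression switched on by the ecdysone agonist tebufenozide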
#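 Compounds added alongside 100 nM tebufenozide, which induces toxic Q103 huntingtin exon 1-GFP in stable PC12 cells; surviving cells quantified by luminescent ATP measurement. Medium: phenol red-free DMEM, 5% equine and 5% calf serum.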
# ALDH1A1 block – ALDH1A1 (human) enzyme inhibition; P00352; Potency, µM (highest dose often 75.3 µM), inactives show top-dose activity, negative = inhibition, most hits filed as inhibitors; Purified ALDH1A1, NADH fluorescence, propionaldehyde substrate; 220,000 tested, 7.3% active; active = well fitted inhibition curve with a large enough effect, not every such curve was filed as active; inconclusive = small, poorly fitted or top-dose-only effect, or another doubt; inactive = no such curve, though single readings can be large or run the other way;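 also: plate controls were no enzyme wells and a reference inhibitor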
# Target sequence (P00352 whole entry, looked up): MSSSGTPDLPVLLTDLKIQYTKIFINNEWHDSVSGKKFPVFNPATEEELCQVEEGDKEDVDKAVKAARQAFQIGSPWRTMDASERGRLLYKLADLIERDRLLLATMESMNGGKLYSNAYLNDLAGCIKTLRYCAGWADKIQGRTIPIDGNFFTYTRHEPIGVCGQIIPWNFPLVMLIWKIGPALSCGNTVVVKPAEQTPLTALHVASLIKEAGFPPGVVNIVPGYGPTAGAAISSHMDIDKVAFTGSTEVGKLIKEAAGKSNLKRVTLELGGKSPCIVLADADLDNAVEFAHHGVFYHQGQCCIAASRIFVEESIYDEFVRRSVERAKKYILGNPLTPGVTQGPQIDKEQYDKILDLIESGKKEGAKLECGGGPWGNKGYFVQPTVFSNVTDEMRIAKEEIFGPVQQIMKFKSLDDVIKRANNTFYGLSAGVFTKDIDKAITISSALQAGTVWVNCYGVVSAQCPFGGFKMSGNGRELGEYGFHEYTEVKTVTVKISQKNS
# Tau fibril ThT – blocks human tau fibril formation measured by thioflavin T; P10636; recombinant tau K18 P301L, heparin-induced fibrillization, ThT fluorescence; Potency, µM (titrated, usually from 57.4 µM), for the others: at the highest dose activity, negative = inhibition, actives largely listed as inhibitors; 270,000 tested, 2.1% active; also: % is scaled to controls: 0 for no effect and ±100 for the full control effect; nearly all actives have a fitted effect of over 55% in size
# Target sequence (P10636 561-689 P618L limits assumed): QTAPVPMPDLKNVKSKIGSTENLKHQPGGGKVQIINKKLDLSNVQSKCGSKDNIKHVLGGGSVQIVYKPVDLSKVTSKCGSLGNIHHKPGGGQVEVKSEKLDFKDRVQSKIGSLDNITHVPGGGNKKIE
#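 Aggregation was driven by heparin (20 uM final) acting on recombinant tau […] bearing P301L in 100 mM sodium acetate pH 7; fibrils were detected with Thioflavin T.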
# KDM4E inh – blocks human JMJD2E demethylase activity | Potency, µM (series often up to 57.1 µM), inactives show top-dose activity change, negative = inhibition, most hits filed as inhibitors | AID 2147 | 230,000 tested, 1.6% active | B2RXH2 | JMJD2E catalytic domain, FDH-coupled NADH fluorescence (FDH is formaldehyde dehydrogenase); active = well fitted inhibition curve with a large enough effect, not every such curve was filed as active; inconclusive = small, poorly fitted or top-dose-only effect, or another doubt; inactive = no such curve, though single readings can be large or run the other way;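 also: 0% = wells with enzyme and -100% = buffer wells without enzyme; nearly all actives have a fitted effect of over 50% in size; many of its hits are not listed in these tables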
# Target sequence (B2RXH2 1-337 limits assumed): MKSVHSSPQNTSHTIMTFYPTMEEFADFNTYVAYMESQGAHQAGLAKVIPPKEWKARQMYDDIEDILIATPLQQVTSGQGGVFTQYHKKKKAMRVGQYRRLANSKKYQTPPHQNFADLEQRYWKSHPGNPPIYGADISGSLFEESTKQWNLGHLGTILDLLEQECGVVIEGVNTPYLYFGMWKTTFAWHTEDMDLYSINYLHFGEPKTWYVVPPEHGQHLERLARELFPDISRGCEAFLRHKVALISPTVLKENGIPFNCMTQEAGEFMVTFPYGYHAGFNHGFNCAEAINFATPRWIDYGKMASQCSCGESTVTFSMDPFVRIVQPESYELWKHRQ
# Tau FP inhib – blocks human tau fibril formation measured by polarization; 280,000 tested, 0.39% active; Potency, µM (top dose mostly 57.7 µM), for the others: top-dose activity, negative = inhibition, hits mostly inhibitors; K18 P301L tau heparin fibrillization, Alexa594 FP, 6 h; also: % is scaled to controls: 0 for no effect and ±100 for the full control effect; nearly all actives have a fitted effect of over 55% in size
#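 Human K18 P301L fragment (15 uM unlabeled plus 0.24 uM Alexa 594-labeled) in 100 mM sodium acetate pH 7 with compound, aggregation induced by 20 uM heparin for 6 hr at 37 C. ThT (30 uM) added for 1 hr, then Alexa 594 FP read.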
# Tau fluor counter – counter-screen for tau fibril formation inhibitors; 280,000 tested, 0.93% active; tau K18 P301L (four-repeat tau fragment) Alexa594 fluorescence, heparin fibrillization; Potency, µM (highest dose often 57.7 µM), for the others: top-dose activity change, negative = decrease; also: % is scaled to controls: 0 for no effect and ±100 for the full control effect; nearly all actives have a fitted effect of over 55% in size
#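 Human K18 P301L tau (15 uM unlabeled plus 0.24 uM Alexa 594-labeled, final) in 100 mM sodium acetate pH 7 was mixed with compound and 20 uM heparin and incubated 6 hr at 37 C.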
# Active calls of the source: *; ? = inconclusive; · = not tested or not shown; & = joins results of further samples; [ ] = dose if it differs, or a comment. Unless noted, calls follow the shape of the dose curve; as a rule, active = well fitted curve in the direction sought with a large enough effect; inconclusive = small, poorly fitted or top-dose-only effect, or another doubt; inactive = no such curve, though single readings can be large; an effect the other way counts as inactive or inconclusive. Potency is read from the fitted curve at half-maximal effect. The list is partial (hit frequency here may not be typical).
SMILES,HTT aggregate,SMN2 splice up,HTT cytoprotect,ALDH1A1 block,Tau fibril ThT,KDM4E inh,Tau FP inhib,Tau fluor counter
COc1ccc(Cn2nnnc2C(c2ccc(F)cc2)N2CCN(C3CCCC3)CC2)cc1 (stereo not given),-6%[9.22 µM],17%,-8%,?,-3%,-2%,0%,3%
O=C(NCCc1ccc(F)cc1)c1cc(=O)c2ccccc2o1,-16%,-9%,-12%,1%,-12%,0%,2%,-14%
COc1cc(NC(=O)c2ccc(C)cc2)ccc1NC(=O)c1cc2ccccc2o1,·,3%,·,·,-17%,·,-4%,-6%
Cc1cc2c(=O)n(C)c(SCC(=O)c3cc4ccccc4o3)nc2s1,-11%,-2%,-5%,?,-16%,-13%,1%,-10%
O=C(NCc1ccc2c(c1)OCO2)c1ccc(CS(=O)(=O)c2ccc(Br)cc2)o1,?,-49%[inhibitor],10%,-10%,-7%,-6%,8%,-19%
C=CCNC(=O)c1ccc(C(=O)c2ccccc2)cc1,-16%[9.22 µM],-9%,-17%,?,-2%,-3%,-9%,-5%
CCO/N=C/C(=O)Nc1ccc(F)cc1F,-9%[9.22 µM],·,-11%[10 µM],5%,-4%,3%,-10%,-5%
CCCCNC(=O)c1onc(CSc2cccc(Cl)c2)c1C(=O)O,-24%,-2%,-15%,17%,-4%,0%,2%,2%
O=C(Nc1ccc2c(c1)OCCO2)c1ccc(NC(=O)C2CCCO2)cc1 (stereo not given),12%,-5%,-35%,?,?,1%,1%,-19%
O=C(CCNc1n[nH]c(=O)[nH]c1=O)N/N=C\c1ccc(Br)cc1,7%[9.22 µM],·,-4%[10 µM],·,·,-6%,-6%,2%
C/C(=N\NC(=O)c1cccc(N2CCCC2=O)c1)c1ccc(N)cc1,-3%,?,-42%[inhibitor],-8%,?,7%,9%,-2%
COC(=O)c1cc(=O)nc2scc(C)n12,0%,0%,-28%,22µM*,-3%,-2%,-6%,-7%
Cc1nn(-c2ccc(C(=O)OC(C)C)cc2)c(C)c1[N+](=O)[O-],13%,4%,0%,?,-10%,-4%,-12%,-11%
CCCCCCCC/C=C\CCCCCCCC(=O)OCC(CO)OC(=O)CCCCCCC/C=C\CCCCCCCC (stereo not given),·,-4%&20%,14%&-16%,2%&3%,1%&-7%,19%,-7%&9%,1%&-8%
Nc1nc(CN2CCCCCC2)nc(Nc2ccccc2)n1,12%,7%,26%[10 µM],-13%,-10%,?,-11%,-10%
CCOc1ccc2nc(N3CCCCCC3)sc2c1,-8%,7.9µM*,-81%[inhibitor][0.074 µM],-11%,?,0%,14%,-16%
CN(Cc1cn(C)nc1-c1ccccc1F)CC1CCN(Cc2ccccc2)CC1,12%[9.22 µM],·,17%[10 µM],·,-4%,-8%,-11%,-4%
O=C1c2ccccc2C(=O)N1CC(=O)N1c2ccccc2CCc2ccccc21,13%,9%,-2%,20%,-9%,?,-9%,-17%
O=C(/C=C/c1ccc(Cl)cc1Cl)c1nc2ccccc2[nH]1,-14%,-29%,-48%[inhibitor],13%,?,2%,14%,-3%
O=C(N/N=C/c1cccnc1)c1cccc(N2CCCC2=O)c1,-16%[9.22 µM],·,-11%[10 µM],·,-18%,-1%,-4%,-16%
COc1ccccc1N(CC(=O)NC1CCCC1)C(=O)c1oc(C(C)(C)C)cc1C,15%[9.22 µM],-33%[inhibitor],31%[10 µM],2%,-8%,1%,6%,-3%
COc1ccccc1OCCn1c(=O)sc2ccccc21,-21%,-25%,11%,-3%,-3%,3%,-2%,-2%
Cc1ccn2c(Nc3ccc4c(c3)OCCO4)c(-c3ccc(N(C)C)cc3)nc2c1,·,?,·,·,?,·,?,?
O=S(=O)(c1cccc(C(F)(F)F)c1)N1CCC(O)(c2cccnc2)CC1,15%,·,9%,8%,-9%,3%,1%,-6%
CC1C=CCC2C(=O)N(c3ccccc3OC(=O)c3ccco3)C(=O)C12 (stereo not given),13%[9.22 µM],-7%,34%[10 µM],5%,7%,-3%,6%,9%

# (next part)
SMILES,HTT aggregate,SMN2 splice up,HTT cytoprotect,ALDH1A1 block,Tau fibril ThT,KDM4E inh,Tau FP inhib,Tau fluor counter
Cc1onc(-c2ccccc2Cl)c1C(=O)Nc1ccc(S(=O)(=O)NCC2CCCO2)cc1 (stereo not given),-17%,?,0%[0.074 µM],-5%,-11%,2%,-7%,-18%
O=C(NNc1nc(Nc2ccccc2)nc(N2CCOCC2)n1)Nc1ccc(Cl)cc1,-15%,-74%[inhibitor],-67%[inhibitor],-2%,7%,-30%,5%,-28%
O=C(NC1CCCC1)c1cccc(S(=O)(=O)N2CCCCC2)c1,?,14%,?,1%,-5%,6%,-8%,-5%
CSCCC(NC(=O)c1ccccc1)C(=O)Nc1ccc(NC(C)=O)cc1 (stereo not given),1%,7%,28%[10 µM],14%,9%,-4%,-4%,10%
CC(C)(C)NC(=O)CN(CCc1ccccc1)C(=O)c1csnn1,3%[9.22 µM],-8%,18%[10 µM],-3%,6%,-1%,4%,15%
COc1cccc(C(C(=O)NC2CCCC2)N(CC2CCCO2)C(=O)Cc2cccs2)c1 (stereo not given),0%[9.22 µM],·,11%[10 µM],11%,-1%,-9%,-8%,-6%
CC(=O)Nc1cc(C(=O)N2CCN(C)CC2)ccc1S(=O)(=O)c1ccc(C)cc1,12%[9.22 µM],16%,12%,2%,3%,4%,-5%,-2%
O=C(Nc1nccs1)c1ccc(-c2ccc(Cl)cc2)o1,-5%[9.22 µM],11µM*,1%[10 µM],-12%,8%,?,?,?
CCOC(=O)c1cnc(-c2ccccc2)[nH]c1=O,-4%,-26%,14%,2%,1%,-5%,4%,1%
CC1(C)CC(=O)C(C(=S)Nc2ccc(F)cc2)=C(NCCN2CCOCC2)C1,-16%,-8%,18%[10 µM],6%,-2%,10%,-2%,-9%
N/C(=N\OC(=O)c1ccc(F)cc1)c1ccccc1,-5%,5%,-8%,7%,1%,0%,0%,0%
Cn1c(=O)cc(SCC(=O)N2CCOCC2)c2ccc(Cl)cc21,-8%,?,-1%[10 µM],-7%,4%,?,2%,7%
C=CCNC(=S)NNC(=O)C(CCCC)CC(O)COCC(C)C (stereo not given),2%[9.22 µM],·,7%[10 µM],1%,7%,18%,8%,13%
O=C(Cn1nnc(-c2ccncc2)n1)N(C1CCCCC1)C1CCCCC1,9%,3%,8%,7%,-2%,-1%,-2%,-5%
CCCCCCCOC(=O)c1ccc(OC(=O)c2cccnc2)cc1,-8%[1.84 µM],-24%,15%,?,5%,5%,?,11%
COc1ccc(-c2csc(N3CCC(c4ccccc4)CC3)n2)cc1,1%,0%,-33%[inhibitor],-4%,?,-4%,10%,-30%
CC(C)c1ccc2c(c1)C1Cc3ccccc3C1N2 (stereo not given),?,21%,-23%[10 µM],?,?,?,-12%,?
C=CCC1S/C(=N/N=C/c2cccs2)NC1=O (stereo not given),-5%[9.22 µM],·,26%[10 µM],9%,-13%,8%,0%,-10%
CCCCOC(=O)CN1C(=O)c2ccc(C(=O)OCCCC)cc2C1=O,5%,5%,-2%[10 µM],?,-4%,-4%,11%,1%
O=c1[nH]c2cc3c(cc2cc1CN(CC1CCCO1)S(=O)(=O)c1ccc(Cl)cc1)OCCO3 (stereo not given),-9%,12%,?,?,0%,?,-5%,-2%
CSc1nc(O)c(/C=C2\C=Nc3ccccc32)[nH]1,19%,?,27%[10 µM],?,1%,-4%,7%,-5%
COc1ccc(NC(=O)C2C3CCC4C(CCC32)C4(Cl)Cl)cc1 (stereo not given),-3%,-12%,·,-1%,-2%,4%,-2%,1%
C=CCn1c(SCC(=O)Nc2cc(C)on2)nc2sc3c(c2c1=O)CCCC3,5%,13µM*,-7%,7%,-4%,-2%,3%,-3%
CCN(CC)CCCNC(=O)C1CCC(=O)N(c2ccc(OC)cc2)C1c1ccc(F)cc1 (stereo not given),9%,8%,4%,1%,8%,13%,-3%,7%
CCCCCCC1CC(CCC(=O)Nc2ccc([N+](=O)[O-])cc2)C(=O)O1 (stereo not given),2%,-11%,-1%[10 µM],3%,4%,-10%,0%,1%

# Next section
SMILES,HTT aggregate,SMN2 splice up,HTT cytoprotect,ALDH1A1 block,Tau fibril ThT,KDM4E inh,Tau FP inhib,Tau fluor counter
O=c1[nH]c(=S)c2c(n1-c1ccccc1)CCC2,1%,-7%,-12%[0.074 µM],2%,-4%,-10%,-1%,2%
CC(C)CSc1ccccc1NC(=O)c1sc2nc(-c3ccncc3)ccc2c1N,·,-2%,·,·,-16%,·,3%,3.2µM*[quencher]
Cc1cc(C)c(Cc2c(C)nc3c(C(=O)NCc4ccco4)cnn3c2C)c(C)c1,?,-64%[inhibitor],-34%,?,?,?,-16%,-14%
COc1ccc(N(CC(=O)Nc2cc(C(=O)O)ccc2C)S(=O)(=O)c2c(C)noc2C)cc1,15%,0%,-4%,-1%,-1%,-3%,-6%,-2%
O=S(=O)(c1ccc(F)cc1)N1CCC(Oc2ccc(-n3cnnn3)cc2)CC1,·,-3%,·,·,4%,·,-17%,-3%
CCn1c(O)c(C=NCc2ccccc2)sc1=S,-10%[9.22 µM],·,-9%[10 µM],·,-1%,5%,14%,-17%
COc1ccc(CCC(=O)N(c2nnc(-c3cccnc3)s2)C(C)C)cc1,-5%[9.22 µM],·,-17%[10 µM],-2%,?,?,6%,-18%
O=C(NCCCc1ccccc1)c1ccccc1,0%,19%,3%,5%,-12%,2%,-3%,-11%
CCOC(=O)c1ccc(S(=O)(=O)Nc2cc(C(=O)O)ccc2Cl)cc1,-7%,1%,9%,3.2µM*,-8%,?,-3%,-1%
COCC1CCCN(Cc2cn(Cc3ccccc3)nc2-c2cc3ccccc3o2)C1 (stereo not given),-6%,·,-51%[inhibitor],-13%,-22%,0%,2%,-11%

# 3 consecutive compounds from above, quoted:
SMILES,HTT aggregate,SMN2 splice up,HTT cytoprotect,ALDH1A1 block,Tau fibril ThT,KDM4E inh,Tau FP inhib,Tau fluor counter
O=S(=O)(c1ccc(F)cc1)N1CCC(Oc2ccc(-n3cnnn3)cc2)CC1,·,-3%,·,·,4%,·,-17%,-3%
CCn1c(O)c(C=NCc2ccccc2)sc1=S,-10%[9.22 µM],·,-9%[10 µM],·,-1%,5%,14%,-17%
COc1ccc(CCC(=O)N(c2nnc(-c3cccnc3)s2)C(C)C)cc1,-5%[9.22 µM],·,-17%[10 µM],-2%,?,?,6%,-18%

# Screening results from PubChem BioAssay.
